Scp-1 inhibitor: Scp-1 phosphatase inhibitors, primary screen, biochemical, colorimetric, uHTS. Carboxy-terminal domain RNA polymerase II polypeptide A small phosphatase 1 (Homo …. Recombinant Scp1, phosphopeptide, malachite green phosphate absorbance. inhibition, % at 20 µM. 0.88% of 340,000 active;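 active = inhibition above about 50% at 20 µM, limit read from the data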;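 note: plate controls were DMSO wells with enzyme for no effect and wells lacking enzyme for full effect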
Target sequence (Q9GZU7 76-261 limits assumed): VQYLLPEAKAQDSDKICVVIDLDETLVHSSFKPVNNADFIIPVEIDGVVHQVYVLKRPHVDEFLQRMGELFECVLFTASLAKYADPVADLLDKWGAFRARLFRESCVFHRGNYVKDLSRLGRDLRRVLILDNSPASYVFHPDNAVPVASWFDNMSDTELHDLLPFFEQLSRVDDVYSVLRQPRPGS
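Material: truncated SCP-1 phosphatase (76-261aa) / Buffer or medium: 50 mM Tris acetate pH 5.5, 0.005% Tween-20, 10 mM MgCl2 / Compound dosing: one concentration, 20 µM, with 1.0% DMSO / Incubation: 45 min room-temperature reaction, 5 min colour, 30 min stabiliser / Detection: colorimetric free-phosphate detection, absorbance 630 nm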
SKN-1 block: suppressors of acrylamide-induced Pgst-4::GFP reporter in worms, primary screen, SKN-1 inhibitor project, whole organism, uHTS, GFP/RFP fluorescence ratio, strain VP596 | 0.49% of 360,000 active | inhibition, % at 21.8 µM | C. elegans VP596 Pgst-4::GFP/RFP ratio, 24 h;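 active = interference check ratio from 0.5 to 1.5 plus GFP to RFP signal ratio inhibition reaching or exceeding a fixed threshold, cut at about 30% in these data, passing the limit was not always enough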; note: some compounds called inactive have numbers as strong as hits
STEP inh: STEP phosphatase inhibitors, primary screen, biochemical, fluorescence intensity, uHTS | Tyrosine-protein phosphatase non-receptor type 5 (Homo sapiens), P54829 | 0.25% of 360,000 active | inhibition, % at 20 µM | recombinant STEP, OMFP fluorogenic substrate;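 active = inhibition at 20 µM, scaled per plate between control wells, above about 37%, limit read from the data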;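 note: 0% = DMSO with enzyme and substrate and 100% = substrate only without enzyme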
Target sequence (P54829 whole entry, looked up): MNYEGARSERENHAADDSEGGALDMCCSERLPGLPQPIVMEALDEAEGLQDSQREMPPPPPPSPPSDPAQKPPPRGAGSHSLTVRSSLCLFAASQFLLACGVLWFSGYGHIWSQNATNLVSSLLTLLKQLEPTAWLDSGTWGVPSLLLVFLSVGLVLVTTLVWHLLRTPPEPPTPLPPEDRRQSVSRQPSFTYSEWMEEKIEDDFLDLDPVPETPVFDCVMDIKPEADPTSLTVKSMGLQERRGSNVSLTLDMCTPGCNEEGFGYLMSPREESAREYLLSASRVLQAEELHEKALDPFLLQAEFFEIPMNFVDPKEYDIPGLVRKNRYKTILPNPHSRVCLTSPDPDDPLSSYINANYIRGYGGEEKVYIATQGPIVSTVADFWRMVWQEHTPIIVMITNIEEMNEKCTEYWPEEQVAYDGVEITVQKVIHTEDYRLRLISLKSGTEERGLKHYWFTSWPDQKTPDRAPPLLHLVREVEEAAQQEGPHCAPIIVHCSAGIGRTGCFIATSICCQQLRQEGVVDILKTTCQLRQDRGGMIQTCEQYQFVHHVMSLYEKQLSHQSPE
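Measure: Control-normalized % inhibition with plate pattern correction | Test system: STEP phosphatase, cell-free reaction | Medium: pH 6.0 Bis-Tris with DTT and Tween 20 | Technique: Fluorescence, 480/540 nm | Times: Reaction 20 min, ambient temperature | Doses: Single compound dose of 20 µM, 1% DMSO final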
SUMO1-SIM PPI: modulators of SUMO1 protein-protein interactions, primary screen, biochemical, uHTS. Small ubiquitin-related modifier 1 (Homo sapiens), P63165. SUMO1 binding to a labelled peptide, TR-FRET, 1 h. inhibition, % at 20 µM. 0.33% of 360,000 active. AID 602429, 2012; in the data active = inhibition above about 37%
Target sequence (P63165 whole entry, looked up): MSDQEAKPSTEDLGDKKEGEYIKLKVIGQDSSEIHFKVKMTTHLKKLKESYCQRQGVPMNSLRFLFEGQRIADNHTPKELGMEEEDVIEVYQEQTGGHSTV
NadD block: inhibitors of S. aureus NadD, primary screen, biochemical, colorimetric, uHTS. inhibition, % at 20 µM. 0.78% of 360,000 active. Nicotinate-nucleotide adenylyltransferase NadD (Staphylococcus aureus N315). purified NadD enzyme, colorimetric absorbance read-out; in the data active = inhibition above about 26%; note: some compounds past the cut are filed as inactive
DNMT1 inh: human DNMT1 methyltransferase inhibitors, primary screen, biochemical, molecular beacon, fluorescence, HinP1I cleavage, uHTS; 0.83% of 360,000 active; inhibition (reported as % activation of signal), % at 10 µM; AID 588458, 2011; in the data active = inhibition above about 50%
LMPTP block: LMPTP phosphatase inhibitors, primary screen, biochemical, fluorescence intensity, uHTS; Low molecular weight phosphotyrosine protein phosphatase (Homo sapiens), P24666; inhibition, % at 20 µM; 0.22% of 360,000 active; recombinant LMPTP-A, OMFP fluorogenic substrate;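 active = compounds that cut the enzyme signal by at least half of the control window in the single-dose screen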;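 note: plate controls were DMSO wells with enzyme plus substrate for no effect and substrate without enzyme for full effect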
Target sequence (P24666 whole entry, looked up): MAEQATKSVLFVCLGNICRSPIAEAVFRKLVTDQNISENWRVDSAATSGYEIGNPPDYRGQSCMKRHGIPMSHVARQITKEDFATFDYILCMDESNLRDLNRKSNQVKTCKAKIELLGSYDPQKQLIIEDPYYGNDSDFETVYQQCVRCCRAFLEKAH
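Material: LMPTP-A; amount: 0.625 nM enzyme; doses: single 20 µM dose; times: reaction 50 min, room temperature, dark; technique: fluorescence intensity of OMFP turnover product; benchmarks: no-enzyme and uninhibited controls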
Neddylation inh: inhibitors of cullin neddylation, primary screen, biochemical, TR-FRET, uHTS, NAE and Ubc12; calls only at 25 µM; 0.58% of 360,000 active; NEDD8-conjugating enzyme Ubc12 (Homo sapiens) + NEDD8-activating enzyme E1 regulatory …; in the data active = inhibition above about 36%
CendR NRP1 mod: modulators of CendR peptide binding to NRP-1, primary screen, biochemical, fluorescence polarization, uHTS | Neuropilin-1 (Homo sapiens), O14786 | FAM-RPARPAR peptide binding to NRP-1 | inhibition, % at 25 µM | 0.85% of 360,000 active | AID 602438, 2012;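 active = inhibition or corrected inhibition above about 18%, plus a signal ratio from 0.5 to 1.5, limit read from the data, passing the limit was not always enough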; note: strong numbers were not always called active
Tb MetRS inh: T. brucei MetRS inhibitors, primary screen, biochemical, luminescence. purified T. brucei MetRS, ATP depletion, Kinase-Glo luminescence. inhibition, % at 11.9 µM. AID 624268, 2012. 0.4% of 360,000 active;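 active = inhibition above a per-plate cutoff of the control wells' mean inhibition plus 3 SD, cut at about 5.5% in these data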;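 note: 0% = DMSO wells median and 100% = median of wells with control inhibitor compound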
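Assay system: T. brucei methionyl-tRNA synthetase, purified | Medium: HEPES buffer with MgCl2, KCl, DTT, spermine, BSA, pyrophosphatase | Compound: 11.9 µM single point | Incubation: 15 min enzyme-compound preincubation, 2 h reaction, 10 min detection, 25 °C | Measured by: Kinase-Glo luciferase luminescence reporting remaining unconsumed ATP | Measure: % inhibition normalized to control-well medians | Replication: Singlicate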
Starred values were filed as active, the others as inactive; i = inactive; . = no result given.

#	SMILES	Scp-1 inhibitor	SKN-1 block	STEP inh	SUMO1-SIM PPI	NadD block
1	O=C(C=Cc1ccc2c(c1)OCO2)C1CC1	.	11	0	-15	-3
2	CCC(C)Sc1nnc(CNS(=O)(=O)c2ccc(F)cc2)n1C (stereo unspecified)	-2	-3	-2	-2	-1
3	COCCCNC(=O)c1ccc(-c2nc3ccccc3nc2-c2ccccc2)cc1	-2	16	0	-22	3
4	O=C1CC(N2CCN(c3ccc(C(=O)c4ccc(F)cc4)cc3)CC2)C(=O)N1 (stereo unspecified)	-4	-1	2	-11	-5
5	COc1ccc(C2NC(=O)c3sc(=S)n(-c4ccccc4)c3N2)cc1 (stereo unspecified)	-5	-8	4	-12	0
6	O=C(NNC(=O)C1CCN(Cc2ccc(Cl)c(Cl)c2)CC1)c1cccs1	-6	7	-5	0	-1
7	COc1ccc2[nH]c(=O)c(CN(Cc3cccs3)Cc3nnnn3Cc3ccccc3)cc2c1	-5	11	-3	1	0
8	O=C(COC(=O)c1c2c(nc3ccccc13)/C(=C/c1ccco1)CC2)NC1CCCC1	78*	9	18	18	52*
9	COc1ccccc1/C=C/C(=O)Nc1ccc(N2CCOCC2)cc1	-7	-4	8	-3	1
10	CCn1ncc([N+](=O)[O-])c1C(=O)n1nc(C)cc1C	-1	3	-1	-6	1
11	COc1ccccc1C(=O)NCCC(=O)N1CCCCC1	-8	5	2	19	2
12	CC(C)c1nnc(NC(=O)c2cccc(NC(=O)C(F)(F)F)c2)s1	-7	11	4	6	1

#	DNMT1 inh	LMPTP block	Neddylation inh	CendR NRP1 mod	Tb MetRS inh
1	1	0.2	i	-2	-0.1
2	4	0.1	i	-5	-0.5
3	-20	-1.2	i	8	-0.1
4	0	1.6	i	-6	-1.4
5	-3	-0.6	i	9	-0.6
6	0	-1.7	i	2	2.4
7	-3	0.9	.	6	-0.6
8	86*	48	i	-56	-0.1
9	1	-0.5	i	1	0.2
10	8	0.4	i	-14	-1.1
11	1	-4.4	i	3	-0.2
12	1	0.1	i	-9	1.9

Single entries from the entries so far.
Entry for COc1ccc(C2NC(=O)c3sc(=S)n(-c4ccccc4)c3N2)cc1 (stereo unspecified) in DNMT1 inh: -3
Entry for COc1ccccc1/C=C/C(=O)Nc1ccc(N2CCOCC2)cc1 in LMPTP block: -0.5
Entry for O=C1CC(N2CCN(c3ccc(C(=O)c4ccc(F)cc4)cc3)CC2)C(=O)N1 (stereo unspecified) in Tb MetRS inh: -1.4
Entry for O=C(NNC(=O)C1CCN(Cc2ccc(Cl)c(Cl)c2)CC1)c1cccs1 in CendR NRP1 mod: 2
Entry for CC(C)c1nnc(NC(=O)c2cccc(NC(=O)C(F)(F)F)c2)s1 in DNMT1 inh: 1

Additional entries:
#	SMILES	Scp-1 inhibitor	SKN-1 block	STEP inh	SUMO1-SIM PPI	NadD block
13	Cc1onc(-c2ccccc2Cl)c1C(=O)Nc1cccc(S(=O)(=O)NC2=NCCC2)c1	-7	4	-2	-3	-1
14	OC[C@@H]1CN(Cc2ccc(Cl)cc2)C[C@H](n2cnc3c(NCc4ccc(F)cc4)ncnc32)O1	.	3	-2	4	-4
15	CCCCN(C(=O)C1CC(=O)N(CCc2ccc(OC)c(OC)c2)C1)c1c(N)n(CC(C)C)c(=O)[nH]c1=O (stereo unspecified)	-5	-8	-2	-1	4
16	COc1ccc(C2C3=C(N=C4SCC(=O)N42)c2ccccc2CC3)cc1 (stereo unspecified)	0	9	1	-9	19
17	CCOC(=O)N1CCN(C(=S)NC)CC1	-5	-8	18	2	-3
18	CC(=O)N1CCN(Cc2ccc(Br)s2)CC1	-3	23	0	-2	-3
19	O=C(Nc1ccc(-c2nc3cccnc3s2)cc1)c1ccc(Cl)nc1	-16	8	0	6	-8
20	CC1(C)CC2CC(C)(CN2C(=O)COC(=O)c2cccc([N+](=O)[O-])c2)C1 (stereo unspecified)	-3	-4	7	-24	2
21	Cc1nn(C(=O)c2ccco2)c(C)c1Sc1ccc(Cl)cc1	3	-2	3	0	-5
22	Brc1ccc(-c2n(-c3ccccn3)c3ccccc3[n+]2-c2ccccn2)cc1	-2	6	-3	-1	-6
23	COc1cccc(-c2cccc(NC(=O)C3CCN(Cc4cnn(C)c4)CC3)c2)c1	-2	17	3	4	0
24	COc1ccc(/C=C/c2nc(-c3ccccc3O)n[nH]2)cc1	-13	11	-1	-4	-8

#	DNMT1 inh	LMPTP block	Neddylation inh	CendR NRP1 mod	Tb MetRS inh
13	-4	-0.6	i	-2	-0.2
14	-12	0.6	i	-10	-0.1
15	3	-1.1	i	10	0.3
16	-11	0.5	i	-1	-0.4
17	3	-0.6	i	-6	-0.2
18	4	-3.4	i	10	-0.6
19	24	-0.1	.	-19	-0.7
20	3	0.0	i	-2	0.2
21	12	1.3	i	-4	0.4
22	-2	-0.6	i	12	0.2
23	1	2.0	i	6	0.0
24	-20	2.3	i	-16	0.3

Full records as entered above.
Cc1onc(-c2ccccc2Cl)c1C(=O)Nc1cccc(S(=O)(=O)NC2=NCCC2)c1 as listed: Scp-1 inhibitor = -7; SKN-1 block = 4; STEP inh = -2; SUMO1-SIM PPI = -3; NadD block = -1; DNMT1 inh = -4; LMPTP block = -0.6; Neddylation inh = i; CendR NRP1 mod = -2; Tb MetRS inh = -0.2
CC(C)c1nnc(NC(=O)c2cccc(NC(=O)C(F)(F)F)c2)s1 as listed: Scp-1 inhibitor = -7; SKN-1 block = 11; STEP inh = 4; SUMO1-SIM PPI = 6; NadD block = 1; DNMT1 inh = 1; LMPTP block = 0.1; Neddylation inh = i; CendR NRP1 mod = -9; Tb MetRS inh = 1.9

Further structures:
#	SMILES	Scp-1 inhibitor	SKN-1 block	STEP inh	SUMO1-SIM PPI	NadD block
25	COc1ccc(CN2C(=O)C(C)=C(C)C2OC)cc1 (stereo unspecified)	-2	11	-1	-3	-4
26	Cc1ccc2nc3sc(C(=O)N4CCOCC4)c(N)c3cc2c1	7	5	0	-13	1
27	O=C(Nc1nncs1)c1ccccc1Br	-7	-12	0	4	-8
28	CC(Cl)C(=O)NC(=O)NC12CC3CC(CC(C3)C1)C2 (stereo unspecified)	-1	-11	0	-1	-6
29	CCOC(=O)c1c(C)nc2cc(C)ccn12	3	-1	-4	2	1
30	O=C(NC1CCCC1)c1ccc2c(c1)S(=O)(=O)c1ccccc1C2=O	-8	-13	0	-37	-6
31	O=C(CCC(=O)c1ccccc1)Nc1ccccc1OC(F)F	-11	-2	-2	5	-6
32	CN1OC[C@@H]2CN(C(=O)c3cccc4ccccc34)[C@H](c3ccccc3Br)C[C@@H]21	.	5	2	-6	-6
33	COc1cc(OC)c(C(=O)O/N=C(\N)c2ccc(C)cc2)cc1OC	1	3	-2	8	-3
34	COc1ccc2oc(=O)c(C(=O)NCc3ccco3)cc2c1	3	-1	-2	-30	2
35	COc1ccccc1NC(=O)Nc1nc(C(C)(C)C)cs1	1	-2	-2	5	-5
36	CCC(=O)N(Cc1cc2cc(C)c(C)cc2[nH]c1=O)C1CCCCC1	-2	-14	0	-2	-4

#	DNMT1 inh	LMPTP block	Neddylation inh	CendR NRP1 mod	Tb MetRS inh
25	1	-1.6	i	0	0.2
26	-4	-0.3	i	4	-1.2
27	-2	-1.5	i	-5	-0.9
28	0	0.9	i	4	-0.5
29	7	-1.2	i	-1	-0.8
30	-2	-0.7	i	7	-0.2
31	-2	-0.5	i	-7	-0.2
32	-2	-1.3	i	12	-1.0
33	0	0.2	i	-1	-0.3
34	2	-2.0	.	-16	-0.2
35	-6	3.2	i	1	-0.5
36	0	-1.7	i	7	0.0

Other compounds follow:
#	SMILES	Scp-1 inhibitor	SKN-1 block	STEP inh	SUMO1-SIM PPI	NadD block
37	NCCc1nnc(SCc2ccccc2Cl)o1	-4	6	-2	0	-3
38	CCOc1ccccc1-n1nnnc1SCC(=O)NC(=O)NCc1ccco1	48	28	-15	5	-1
39	CCN1CCN(c2nc3c(c(=O)n(C)c(=O)n3C)n2Cc2cccc3ccccc23)CC1	-10	16	-2	0	1
40	CCN1C(=O)c2cccc3c(S(=O)(=O)NCCCN4CCOCC4)ccc1c23	-6	-19	-2	-15	-6
41	COCCN(C(=O)COC(=O)CCC(=O)c1cccs1)c1c(N)n(Cc2ccccc2)c(=O)[nH]c1=O	-2	11	-3	0	3
42	N#Cc1ccc(C2=CC(=O)C[C@H](c3ccc(Cl)cc3)C2)cc1	-2	-6	2	-33	-3
43	O=C(c1ccc(S(=O)(=O)Nc2ccccc2F)cc1)N1CCC1	-4	14	-2	2	-4
44	COCCNS(=O)(=O)c1ccc(OCC(=O)N2CCc3ccccc3C2)c(Cl)c1	-7	-7	-4	6	4
45	O=C(CCS(=O)(=O)c1ccccc1Cl)Nc1ccc(S(=O)(=O)Nc2ncccn2)cc1	-12	-3	0	4	-4
46	COc1cccc(C2N(c3cccc(Cl)c3)C(=O)C3CCCN32)c1OC (stereo unspecified)	-4	16	1	1	-2
47	COc1ccc2[nH]c(=O)c(C(c3nnnn3CC3CCCO3)N3CCCCC3)cc2c1 (stereo unspecified)	-12	-1	1	-1	-2
48	O=C(CSc1ccc(Br)cc1)Nc1cccc(S(=O)(=O)N2CCOCC2)c1	-2	16	-1	9	-10
49	Cc1ccc(CSCC(=O)N(C)CC(=O)Nc2ccc(Br)cc2C)cc1	-5	8	1	3	-1

#	DNMT1 inh	LMPTP block	Neddylation inh	CendR NRP1 mod	Tb MetRS inh
37	0	-1.8	i	-7	-0.5
38	60*	11	i	-5	0.0
39	0	-1.6	i	13	-0.3
40	0	6.0	.	9	0.0
41	1	0.5	i	10	-0.4
42	-4	-0.5	i	-5	-0.4
43	2	-0.5	i	-1	-0.5
44	-4	-0.8	i	5	0.1
45	-1	-1.4	i	-9	-0.5
46	0	0.6	i	-15	-0.1
47	0	-0.5	i	26*	0.4
48	-2	0.3	i	9	0.4
49	12	0.6	i	7	-0.3
